Compound activity (PubChem BioAssay)
ABHD4 inh – ABHD4 (mouse) inhibition, primary FP screen. purified mABHD4, FP-Rh probe fluorescence polarization. Q8VD66. hit rate 0.54% among 370,000. AID 720543. inhibition, % at 8.92 µM;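 active = inhibition exceeding the mean over every tested compound plus 3 SD, cut at about 30% in these data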;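 also: 0% = plate median of compound wells and 100% = S159A mutant with DMSO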
Target sequence (Q8VD66 whole entry, looked up): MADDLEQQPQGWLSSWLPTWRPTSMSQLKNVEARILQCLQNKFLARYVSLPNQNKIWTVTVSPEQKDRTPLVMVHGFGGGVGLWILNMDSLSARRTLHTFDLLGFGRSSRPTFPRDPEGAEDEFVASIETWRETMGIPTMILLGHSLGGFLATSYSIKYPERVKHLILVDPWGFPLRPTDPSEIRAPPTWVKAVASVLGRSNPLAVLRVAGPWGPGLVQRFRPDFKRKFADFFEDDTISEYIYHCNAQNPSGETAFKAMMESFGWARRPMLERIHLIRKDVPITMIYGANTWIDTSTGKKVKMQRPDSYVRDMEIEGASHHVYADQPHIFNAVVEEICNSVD
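System: mouse ABHD4 enzyme, wild type / Medium: HEPES pH 7.0, NaCl, Pluronic buffer / Reagent: FP-Rh activity-based fluorescent probe / Control set: S159A mutant high control, sample median low control / Detection: fluorescence polarization with parallel and perpendicular emission, 525/598 nm / Schedule: 45 min + 60 min at 25 °C / Compound dosing: 8.92 µM, single dose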
MBD2 DNA inh – blocks human MBD2 binding to methylated DNA; TR-FRET, MBD2 binding to methylated oligonucleotide; inhibition, % at 4.4 µM; Q9UBB5; hit rate 0.31% among 370,000; in the data active = inhibition above about 13%
Target sequence (Q9UBB5 whole entry, looked up): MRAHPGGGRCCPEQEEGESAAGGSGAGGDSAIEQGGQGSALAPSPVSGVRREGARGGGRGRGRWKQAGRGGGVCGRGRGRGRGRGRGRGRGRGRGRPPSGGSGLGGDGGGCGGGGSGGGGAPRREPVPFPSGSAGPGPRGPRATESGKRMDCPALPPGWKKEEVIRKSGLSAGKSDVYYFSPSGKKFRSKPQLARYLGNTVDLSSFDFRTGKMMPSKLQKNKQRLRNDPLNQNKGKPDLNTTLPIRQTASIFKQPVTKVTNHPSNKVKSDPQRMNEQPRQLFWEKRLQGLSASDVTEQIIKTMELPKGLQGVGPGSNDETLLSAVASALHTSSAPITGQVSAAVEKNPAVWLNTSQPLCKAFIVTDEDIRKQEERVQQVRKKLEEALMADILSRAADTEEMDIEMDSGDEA
HTRA1 inh – HTRA1 (human) protease inhibition | hit rate 0.5% among 340,000 | AID 504803 | inhibition, % at 5.96 µM | recombinant HTRA1, FP-rhodamine activity-based probe, fluorescence polarization | Q92743; in the data active = inhibition above about 36%;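 also: 0% = enzyme with DMSO and 100% = wells lacking enzyme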
PRMT1 inh – inhibitors of human PRMT1; recombinant PRMT1, activity-based probe fluorescence polarization; inhibition, % at 2.79 µM; hit rate 1.3% among 370,000; AID 652257;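 active = inhibition above about 21% made by adding two undisclosed values, limit read from the data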
rCAG binder – r(CAG) repeat RNA binding | TO-PRO-1 dye displacement fluorescence | inhibition, % at 3 µM | hit rate 1.3% among 370,000 | AID 651821;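 active = inhibition above the plate cutoff, the mean of all test compounds on that plate plus 3 SD, cut at about 35% in these data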;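 also: 0% = DMSO alone and 100% = 100 µM mitoxantrone as full dye displacement; higher means more dye released from RNA so lower well fluorescence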
NPR2 activator – GC-B (human) receptor activation; P20594; AID 1920062; hit rate 0.11% among 370,000; HEK293-GC-B cells, CNP EC30, cGMP TR-FRET; 0% at EC30 CNP, 100% saturating CNP; activation, % at 10 µM;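 active = activation at 10 µM reaching about 35% in either raw or pattern-adjusted values, limit read from the data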
TCR-CD3 inh – inhibitors of human TCR-CD3 interaction; inhibition, % at 9.4 µM; TAMRA-labeled TCR probe fluorescence, biochemical; hit rate 0.37% among 360,000; in the data active = inhibition above about 19%;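 also: recombinant mutant TCR 2C K166C tagged with TAMRA read by polarization; 0% = receptor in buffer alone and 100% = receptor with positive control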
LEDGF integ inh – blocks HIV-1 LEDGF/p75-dependent DNA integration | TR-FRET IN-LEDGF/p75 DNA integration, Eu/Cy5 | inhibition, % at 3.7 µM | hit rate 0.64% among 370,000 | AID 743269;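 active = inhibition above the screen-wide mean plus 3 SD, cut at about 13% in these data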;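 also: signal is the Cy5 over europium emission ratio at 671 and 618 nm; 0% = plate median of compound wells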
TDP2 inh – blocks human TDP2 phosphodiesterase activity. O95551. recombinant TDP2, T5PNP hydrolysis, p-nitrophenol absorbance 415 nm. inhibition, % at 12.8 µM. hit rate 0.34% among 370,000. AID 720702;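 active = inhibition above the mean of all tested compounds plus 3 SD, set per campaign, cut at about 25% in these data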;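 also: 0% = DMSO with enzyme and 100% = buffer with substrate but no TDP2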
Target sequence (O95551 whole entry, looked up): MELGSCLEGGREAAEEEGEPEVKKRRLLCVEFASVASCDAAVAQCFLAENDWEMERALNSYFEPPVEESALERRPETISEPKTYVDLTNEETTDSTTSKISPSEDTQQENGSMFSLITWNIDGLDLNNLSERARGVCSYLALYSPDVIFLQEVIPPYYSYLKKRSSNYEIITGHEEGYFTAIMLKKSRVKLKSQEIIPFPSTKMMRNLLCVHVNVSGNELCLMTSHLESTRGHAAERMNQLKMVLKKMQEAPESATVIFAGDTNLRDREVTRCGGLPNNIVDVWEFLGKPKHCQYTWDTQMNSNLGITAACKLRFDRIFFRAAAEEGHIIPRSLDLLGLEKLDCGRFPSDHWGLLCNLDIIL
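Incubation: 2 h at 37 °C; Test system: recombinant human TDP2; Quantity: enzyme 120 nM; Read-out basis: percent inhibition; Medium: 50 mM Tris-HCl pH 7.5 with Mg2+, KCl, DTT, BSA; Repeats: single replicate; Compound: 12.8 µM single point, 1% DMSO; Signal: epi absorbance; Reagent: 5 mM T5PNP chromogenic substrate; Benchmarks: no-enzyme high, DMSO-plus-enzyme low.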
SIAE inh – blocks human sialic acid acetylesterase; inhibition, % at 9.66 µM; AID 1053197; SIAE FP-Rh probe binding, fluorescence polarization; Q9HAT2; hit rate 0.69% among 370,000;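 active = inhibition above a cutoff: mean of compounds within the control limits plus 3 SD of those, cut at about 17% in these data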;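 also: 0% = plate median of compound wells and 100% = probe without SIAE protein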
The depositor's hits bear a star; nt = not tested or not shown. The list is partial (hit frequency here may not be typical).

SMILES	ABHD4 inh	MBD2 DNA inh	HTRA1 inh	PRMT1 inh	rCAG binder	NPR2 activator	TCR-CD3 inh	LEDGF integ inh	TDP2 inh	SIAE inh
Cc1cnc(C(=O)Nc2ccccc2-n2cccc2)cn1	4.6	-4.1	3.1	-2.1	-3.3	-8.8	-1.1	-0.7	4.1	6.2
O=C(CCSc1nnc(-c2ccncc2)o1)Nc1ccc(Cl)cc1	-3.0	1.8	-4.4	1.5	-0.7	-16.1	1.8	-0.8	-5.4	-6.5
O=Cc1c(-c2ccc(F)cc2)nc2ccccn12	-12.1	-4.3	6.6	-1.6	2.5	-4.0	-9.5	7.7	-20.7	-5.3
CCN(CC)C1CCCCC1NS(=O)(=O)c1ccc(Cl)cc1 (stereo unspecified)	2.6	0.9	3.4	-2.5	2.1	-3.4	-2.3	3.0	6.6	0.5
CCN(CC)S(=O)(=O)c1cccc(NC(=O)COC(=O)c2ccc(Br)o2)c1	0.7	-2.3	-11.8	0.0	5.9	-2.5	-1.7	-0.6	3.7	-1.0
Cc1cccc(C)c1NC(=O)NC1(C(=O)N2CCCCC2)CCCCC1	3.3	6.1	-2.0	-1.4	1.9	4.5	0.3	-1.6	4.9	-0.3
O=C(NCc1ccccn1)Nc1ccc(Cl)c(Cl)c1	-6.9	4.4	-6.5	-5.2	1.9	1.0	6.2	-0.3	0.1	-5.4
O=C(CCC(=O)c1ccc(F)cc1)OC1CCOC1=O (stereo unspecified)	-8.5	5.1	2.3	4.2	6.5	1.5	-3.6	-6.0	-1.1	-6.1
COc1ccccc1Cc1c(-c2ccco2)nc2ccc(Cl)cn12	7.8	-0.9	nt	28.4*	18.4	2.7	1.7	5.2	11.1	1.7
COc1cccc2[nH]c(C(=O)NC(C)c3ccccc3)cc12 (stereo unspecified)	-6.6	6.9	-6.3	-2.1	-2.4	-0.9	2.2	0.6	1.2	7.4
CCOc1cc(-c2nc3cc(C)ccn3c2NCC2CCCO2)ccc1O (stereo unspecified)	6.4	-6.9	6.5	2.7	-4.4	-2.4	7.0	-2.6	9.2	3.1
CN1c2ccc([N+](=O)[O-])cc2N(C)C1(C)c1ccccc1 (stereo unspecified)	28.9	-6.6	27.5	3.0	-0.1	-1.6	10.8	-4.4	-10.7	16.7
Cc1ccc(-n2nnnc2SC(C)C(=O)NCC(=O)Nc2ccc(F)c(F)c2F)c(C)c1 (stereo unspecified)	-2.8	-2.1	-9.1	3.5	-2.3	0.5	-4.5	-1.3	0.4	-0.9
CC(C)N(Cc1ccccc1)C(=O)COC(=O)c1ccc2ncsc2c1	0.0	-2.9	-9.0	9.3	6.0	0.9	9.1	-1.8	-10.4	-7.6
CC(C)(C)c1ccc(CC(=O)N2CCC2(C)C(=O)NS(=O)(=O)c2ccccc2)cc1 (stereo unspecified)	8.1	2.1	nt	5.2	24.9	0.3	-7.6	-0.6	-0.9	-0.7
O=C(/C=C/c1ccccc1)NC(=S)NNC(=O)Cc1cccs1	8.9	1.2	3.8	-2.6	2.7	8.6	10.9	0.2	-0.3	-4.2
COCCNc1oc(Cc2cccc3ccccc23)nc1C#N	-2.5	0.7	-0.4	2.8	4.2	-0.4	2.7	-5.9	-2.6	-0.2
CSCCC(NC(=O)/C(=C\c1ccco1)NC(=O)c1ccco1)C(=O)O (stereo unspecified)	2.5	-4.8	6.6	1.6	0.3	3.4	-0.4	3.5	21.0	-3.8
COc1ccc(C(=O)NNC(=O)CCc2ccccc2OC)cc1	-6.7	-5.0	-1.1	-5.3	-3.2	1.8	1.5	7.2	-3.0	1.3
O=C(C1CCCO1)N1CCN(S(=O)(=O)c2ccc(Cl)cc2)CC1 (stereo unspecified)	4.8	-3.5	0.0	-3.3	-3.4	1.1	8.6	-0.9	6.3	-0.9
CC1(Cc2cccc(C(F)(F)F)c2)C(=O)Nc2c(Cl)cccc21 (stereo unspecified)	-0.9	1.4	nt	1.6	-0.5	2.0	0.9	-3.1	2.9	0.5
CC(=O)Nc1cccc(C(=O)OCC(=O)NCc2ccc(F)cc2)c1	-2.0	-3.5	-6.2	-3.5	0.1	1.1	2.0	1.6	8.2	0.6
COc1ccc(/C=N/NC(=S)NC2CCS(=O)(=O)C2)cc1OC (stereo unspecified)	2.1	2.8	3.8	3.5	-4.3	3.2	-5.2	-4.4	-6.2	-5.2
CCN1CCC(O)(C(C(=O)OC)c2ccccc2)CC1 (stereo unspecified)	-2.5	2.1	6.7	2.6	0.6	3.9	0.9	-2.2	-5.6	-3.8
NC(=O)c1ccsc1NC(=O)c1coc2ccccc2c1=O	4.5	0.8	-8.9	9.7	6.5	-1.6	-6.9	-2.0	-7.3	-9.7

Next compounds follow.
SMILES	ABHD4 inh	MBD2 DNA inh	HTRA1 inh	PRMT1 inh	rCAG binder	NPR2 activator	TCR-CD3 inh	LEDGF integ inh	TDP2 inh	SIAE inh
C=CCN1[C@@H](C)COc2cc(N3CCCC3)ccc2S1(=O)=O	7.3	1.4	nt	0.3	-1.2	5.2	nt	0.3	-1.8	-1.7
Cc1ccc(S(=O)(=O)N2CCC(C(=O)N3CC(C)OC(C)C3)CC2)cc1 (stereo unspecified)	2.5	-2.9	2.3	0.6	-3.1	-6.1	4.1	0.1	14.5	-2.6
CN1CCC(N(C)C(=O)c2cc(S(=O)(=O)N(C)c3ccccc3)ccc2Cl)CC1	-0.2	-1.8	1.2	-1.0	-1.1	7.4	1.0	2.3	7.0	10.3
Cc1ccc(NC(=O)CSCc2cc(=O)n3ccsc3n2)c(C)c1	0.5	-3.2	2.3	-1.1	1.8	4.0	0.5	-0.3	33.5*	1.9
O=C(NC1CCCC1)c1ccc(Br)c(S(=O)(=O)N2CCCCC2)c1	3.5	2.9	-10.2	-0.9	-2.4	-2.2	0.8	-1.4	2.9	2.3
COC(=O)[C@]1(C#N)CC(=O)N(Cc2ccc(Cl)cc2)[C@@H]1c1ccc(OC)cc1	-1.8	0.4	nt	-1.3	2.0	-12.0	nt	-3.0	3.8	1.4
Cc1cccc(OCc2nnc(NC(=O)c3cccs3)s2)c1	3.0	-2.6	-3.7	4.4	0.5	5.0	-7.2	-2.2	-9.8	0.8
CCOC(=O)c1nc(-c2ccc(OC)c(OC)c2)cnc1C#N	0.5	2.8	-1.5	2.5	-2.7	1.8	-3.9	-7.7	-10.6	-4.2
Cc1nc([N+](=O)[O-])c(C(=O)OCc2ccccc2F)n1C	3.2	-1.9	0.2	2.3	-0.9	1.1	-0.1	-1.1	-10.6	-3.1
COC(=O)c1cccc(NC(=O)c2cnccn2)c1	-4.0	2.2	1.1	1.5	-2.8	-5.5	3.6	-0.2	14.8	3.2
COc1cccc(/C=C/c2nc3c(cnn3-c3ccccc3)c(=O)[nH]2)c1	9.7	-1.0	-5.2	1.3	4.7	-1.6	0.6	4.7	-8.1	-5.2
COc1ccc2c(c1)CCCO[C@]21O[C@H](CCO)C[C@H](O)[C@H]1O	0.3	-2.4	-2.6	0.9	1.4	1.4	-1.2	-3.7	1.4	5.8
COc1ccc2c(c1)N(C(=O)CN1C(=O)C3CCCCC3C1=O)C(C)(C)C=C2C (stereo unspecified)	0.6	-4.6	-4.4	-0.4	-10.7	2.7	-6.0	3.6	4.4	0.6
O=C(Nc1ccc(S(=O)(=O)N2CCCC2)cc1)c1cccc(OC(F)F)c1	-7.2	-0.1	-25.7	4.6	3.2	-6.3	-0.5	-3.9	-1.4	-3.8
O=C(NC1CCCC1)C1c2ccccc2OCC(=O)N1CCc1ccccc1 (stereo unspecified)	0.9	-1.1	nt	-4.5	-0.6	-6.5	-4.3	6.7	1.2	2.7
FC(F)(F)c1ccccc1-c1ccc2nncn2c1	0.4	2.0	nt	-3.1	2.8	-7.9	5.6	5.2	9.8	-3.6
CCOC(=O)N1CCN(C(=O)COc2cccc3c2CCN(Cc2ccccc2C)C3=O)CC1	6.7	-1.5	0.1	-1.4	-0.6	-0.7	4.5	2.1	-6.9	3.2
O=C(Nc1cc(Cl)ccc1Cl)N1CCCC1	-3.1	-3.4	1.6	-3.4	1.7	-0.9	1.2	-0.8	4.0	0.5
Nc1cc(=O)[nH]c(SCC(=O)N2CCCCC2)n1	-8.4	4.8	2.4	2.3	-2.3	2.1	5.0	-6.2	-1.1	-4.4
CN(C)CCn1c2ccccc2c2nc3ccc([N+](=O)[O-])cc3cc21	2.6	6.1	nt	-1.1	11.7	-4.1	6.8	1.5	3.2	-8.8
Cc1cccc(NC(=O)C2CCN(c3ncnc4c3nc3n4CCCCC3)CC2)n1	-2.0	-1.2	-1.5	-2.2	-3.5	-1.7	11.2	2.5	-2.8	-7.6
CCc1ccccc1N(CC(=O)N1CCCC1)S(C)(=O)=O	1.3	6.3	11.7	1.0	1.8	0.8	-1.5	-1.8	8.6	-7.1
Cc1ccc(NC(=O)c2cnn(-c3ccccc3)c2NC(=O)c2ccco2)cc1	-8.6	-1.4	-3.6	0.1	13.5	2.0	-3.5	3.7	-7.8	-4.9
C[C@H](NC(=O)c1ccc(C(C)(C)C)cc1)C(=O)N1CCC2(CC1)NCCc1[nH]cnc12	-2.6	-1.5	1.3	-1.8	-2.8	-5.7	5.8	-0.9	-0.4	1.9
COc1ccc(C)cc1S(=O)(=O)N(C)CC(=O)N1CCCCC1	1.5	-2.0	-7.0	-1.1	-0.8	-0.2	3.6	1.8	0.8	8.0
Cc1c(NS(=O)(=O)c2ccc(Cl)c(C(=O)OC(C)C(=O)NCc3ccco3)c2)c(=O)n(-c2ccccc2)n1C (stereo unspecified)	-2.0	0.8	-9.2	2.3	-2.4	-0.7	2.9	-3.9	3.1	-3.2
COc1ccc(-c2n[nH]c(=S)n2-c2cc(OC)ccc2OC)cc1	3.1	-2.5	-3.8	-1.1	3.9	-3.4	5.7	-1.1	17.3	2.0
CCCCCCN(C(=O)CCCCCN1C(=O)NC(c2ccccc2)C(C(=O)OCc2ccccc2)=C1C)C(C(=O)NCCCC)c1ccc(OCC(=O)OC)c(C(=O)OC)c1 (stereo unspecified)	-1.0	2.5	nt	1.4	25.2	-8.5	0.8	1.9	-9.5	-7.8
COc1ccc(/C=C/C(=O)NC2=NCCS2)cc1OC	-3.0	-6.9	-5.6	-3.5	-0.8	-1.5	8.3	1.1	6.5	0.4
CC(C)(C)c1nnc2sc(SCC(=O)c3cccs3)nn2c1=O	-15.1	4.4	-0.7	16.4	11.0	4.5	-1.9	-2.0	-17.9	-5.5

Some of the entries so far, bar-delimited:
SMILES | ABHD4 inh | MBD2 DNA inh | HTRA1 inh | PRMT1 inh | rCAG binder | NPR2 activator | TCR-CD3 inh | LEDGF integ inh | TDP2 inh | SIAE inh
COc1ccc2c(c1)N(C(=O)CN1C(=O)C3CCCCC3C1=O)C(C)(C)C=C2C (stereo unspecified) | 0.6 | -4.6 | -4.4 | -0.4 | -10.7 | 2.7 | -6.0 | 3.6 | 4.4 | 0.6
O=C(Nc1ccc(S(=O)(=O)N2CCCC2)cc1)c1cccc(OC(F)F)c1 | -7.2 | -0.1 | -25.7 | 4.6 | 3.2 | -6.3 | -0.5 | -3.9 | -1.4 | -3.8
O=C(NC1CCCC1)C1c2ccccc2OCC(=O)N1CCc1ccccc1 (stereo unspecified) | 0.9 | -1.1 | nt | -4.5 | -0.6 | -6.5 | -4.3 | 6.7 | 1.2 | 2.7
